human PMI inhibitors: MPI inhibition at elevated mannose 6-phosphate – biochemical, fluorescence intensity, high mannose 6-phosphate, primary screen (AID 1220); recombinant PMI enzyme, coupled fluorescence intensity; higher % means a stronger effect; actives 0.66% (n = 190,000); inhibition, % at 20 µM; hits with a dose series show IC50 in µM
LYP inhibition: inhibitors of LYP phosphatase, biochemical, fluorescence intensity, uHTS (AID 1779). inhibition, % at 11.5 µM, or IC50 in µM where a hit was titrated. actives 0.054% (n = 290,000). recombinant LYP phosphatase, fluorescence intensity; higher % means a stronger effect;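 note: plate controls were vehicle with enzyme for no effect and no enzyme for full effect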
PMI inhibitors: inhibitors of human PMI, primary screen, biochemical, fluorescence intensity, coupled assay (AID 1209); one-dose inhibition, % at 20 µM; IC50 in µM for titrated hits; purified PMI enzyme, coupled fluorescence intensity; higher % means a stronger effect; actives 0.42% (n = 190,000);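 note: plate controls were DMSO vehicle for no effect and wells lacking substrate for full effect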
M1AAP inhibition: malaria alanyl aminopeptidase activity blockers – biochemical, fluorogenic H-Leu-NHMec substrate, 1536-well (AID 1445); recombinant M1AAP, H-Leu-NHMec fluorogenic kinetic assay; higher % means a stronger effect; one-dose inhibition, % at 30 µM; IC50 in µM for titrated hits; actives 0.42% (n = 220,000);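 active = primary inhibition above the hit cutoff, then over 50% inhibition at one or more dose response concentrations, cut at about 23% in these data, passing the limit was not always enough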;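 note: plate controls were DMSO full reaction for no effect and no enzyme background for full effect; strong numbers were not always called active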
Myeloid diff MLP: myeloid differentiation induction | calls only at 10 µM | ER-HoxA9 myeloid progenitors, lysozyme-GFP differentiation, flow cytometry | actives 1% (n = 360,000);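 active = normalized GFP-positive differentiation at or above the plate's own cutoff, the solvent-only control mean plus 3 SD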;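 note: cells exposed to compound for four days before flow analysis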
CSM14.1 death rescue: rescue of cells from ER stress-induced death, primary screen, 384-well, CSM14.1, thapsigargin, ATP luminescence (AID 1222); CSM14.1 thapsigargin-induced death rescue, ATP luminescence; higher % means a stronger effect; cellular ATP content (survival), % at 20 µM; hits with a dose series show EC50 in µM; 190,000 tested, under 10 active;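 active = EC50 below 50 µM in the dose-response confirmation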;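 note: death triggered by thapsigargin at about 15 µM added after 2 h compound pretreatment; cell ATP read after overnight thapsigargin exposure of roughly 18 to 22 hours; normalized against plate controls of thapsigargin alone and 5% DMSO vehicle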
TNAP activators: human TNAP enzyme activators, primary screen, biochemical, luminescent, no phosphate acceptor, uHTS (AID 1001) | purified TNAP, luminescent activation assay, no phosphate acceptor; higher activation fold means a stronger effect | actives 0.03% (n = 200,000) | one-dose activation fold at 20 µM; EC50 in µM for titrated hits; in the data active = activation fold from about 3, or a potency from the dose series; inactive = the rest, 99 in 100 with activation fold below about 1.6; note: many of its hits are not listed in these tables
M17LAP inhibition: P. falciparum M17LAP inhibitors, primary screen, biochemical, fluorogenic H-Leu-NHMec substrate, 1536-well (AID 1619); recombinant M17LAP, H-Leu-NHMec fluorogenic kinetic assay; higher % means a stronger effect; inhibition, % at 30 µM; hits with a dose series show IC50 in µM; actives 0.38% (n = 220,000);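 active = compound inhibiting the enzyme by more than half at any dose during confirmatory dose-response retesting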;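 note: plate controls were full reaction with DMSO carrier for no effect and no enzyme background for full effect; strong numbers were not always called active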
XIAP displacement: small molecules displacing peptide from XIAP – biochemical, IAP family, fluorescence polarization (AID 1018) | XIAP BIR domain, fluorescence polarization peptide displacement; higher % means a stronger effect | displacement, % at 20 µM; hits with a dose series show IC50 in µM | actives 0.007% (n = 200,000); in the data active = displacement above about 50%; note: a part of the inactive calls stands beside numbers as strong as those of hits
Myeloid diff MLP GFP+ MAC1+ %: also measured in Myeloid diff MLP; calls as there; GFP+ MAC1+ double positive, %; measured here: differentiation confirmed by MAC1 staining
Active calls of the source: *; i = inactive; nt = not tested or not shown. Cut-off read from the data, not from the text of the source, unless noted: active = inhibition above about 50%; inactive = the rest.

Every second line gives: human PMI inhibitors, LYP inhibition, PMI inhibitors, M1AAP inhibition, Myeloid diff MLP, Myeloid diff MLP GFP+ MAC1+ %, CSM14.1 death rescue, TNAP activators, M17LAP inhibition, XIAP displacement
O=c1cc(CSc2ccccc2)nc(-c2ccccc2)[nH]1
    3.1%, 2.4%, -5.7%, -0.9%, i, 0.4, 0.0%, 1, 0.7%, -9.7%
CC(C)(C)c1ccc(NC(=O)COC(=O)c2ccc(NS(=O)(=O)c3ccc(F)c(F)c3)cc2)cc1
    5.0%, 0.0%, 12.0%, 4.5%, i, 0.4, -1.0%, 1, 0.6%, -4.2%
Cc1cccc(C(=O)N(NC(=O)Oc2ccccc2)C(C)(C)C)c1
    -6.6%, -7.2%, -12.7%, 1.0%, i, 0.4, -3.1%, 1.1, -3.9%, -1.1%
C/C(CC(=O)Nc1c(C)cc(C)cc1C)=N\NC(=O)OC(C)(C)C
    0.2%, -5.1%, -0.9%, -2.9%, i, 0.2, -1.4%, 1.1, -2.3%, 0.2%
O=C(CNCc1cccc2ccccc12)Nc1ccccc1[N+](=O)[O-]
    11.4%, -3.4%, 9.2%, 9.8%, i, 0.8, nt, 1, -0.4%, -5.9%
Cn1c(=O)n(C)c2cc([N+](=O)[O-])c(N3CCN(C(=O)c4ccccc4Br)CC3)cc21
    16.4%, -3.8%, 20.6%, 9.1%, i, 0.4, 1.6%, 1, 12.5%, -3.2%
COc1cc(/C=N/N2C(=O)CSC2=S)ccc1O
    -2.5%, 1.5%, 0.0%, 20.3%, i, 0.3, -1.2%, 1, 41.1%, -20.9%
COCC1CCN(c2nc3nonc3nc2N2CCSCC2)C1 (stereo not drawn)
    -3.0%, 0.7%, -1.6%, 9.6%, i, 0.2, -1.4%, 1.1, 11.4%, -0.5%
CC(C)OC(=O)C1C2C=CC3(CN(Cc4cccs4)C(=O)C13)O2 (stereo not drawn)
    -3.5%, -6.7%, -1.7%, 8.7%, i, 0.3, -1.4%, 1, 9.5%, 1.8%
O=C(NCCCCNC(=O)c1ccco1)c1ccco1
    2.7%, -2.1%, -7.4%, 3.2%, i, 0.2, -2.6%, 1.1, 6.0%, -3.0%

Structural class: those above with a nitro group on carbon (2)
Every second line gives: human PMI inhibitors, LYP inhibition, PMI inhibitors, M1AAP inhibition, Myeloid diff MLP, Myeloid diff MLP GFP+ MAC1+ %, CSM14.1 death rescue, TNAP activators, M17LAP inhibition, XIAP displacement
O=C(CNCc1cccc2ccccc12)Nc1ccccc1[N+](=O)[O-]
    11.4%, -3.4%, 9.2%, 9.8%, i, 0.8, nt, 1, -0.4%, -5.9%
Cn1c(=O)n(C)c2cc([N+](=O)[O-])c(N3CCN(C(=O)c4ccccc4Br)CC3)cc21
    16.4%, -3.8%, 20.6%, 9.1%, i, 0.4, 1.6%, 1, 12.5%, -3.2%

Back to the main list with the five entries that preceded the break.
Every second line gives: human PMI inhibitors, LYP inhibition, PMI inhibitors, M1AAP inhibition, Myeloid diff MLP, Myeloid diff MLP GFP+ MAC1+ %, CSM14.1 death rescue, TNAP activators, M17LAP inhibition, XIAP displacement
Cn1c(=O)n(C)c2cc([N+](=O)[O-])c(N3CCN(C(=O)c4ccccc4Br)CC3)cc21
    16.4%, -3.8%, 20.6%, 9.1%, i, 0.4, 1.6%, 1, 12.5%, -3.2%
COc1cc(/C=N/N2C(=O)CSC2=S)ccc1O
    -2.5%, 1.5%, 0.0%, 20.3%, i, 0.3, -1.2%, 1, 41.1%, -20.9%
COCC1CCN(c2nc3nonc3nc2N2CCSCC2)C1 (stereo not drawn)
    -3.0%, 0.7%, -1.6%, 9.6%, i, 0.2, -1.4%, 1.1, 11.4%, -0.5%
CC(C)OC(=O)C1C2C=CC3(CN(Cc4cccs4)C(=O)C13)O2 (stereo not drawn)
    -3.5%, -6.7%, -1.7%, 8.7%, i, 0.3, -1.4%, 1, 9.5%, 1.8%
O=C(NCCCCNC(=O)c1ccco1)c1ccco1
    2.7%, -2.1%, -7.4%, 3.2%, i, 0.2, -2.6%, 1.1, 6.0%, -3.0%
C=CCNC(=S)Nc1sc2c(c1C(=O)OCC)CCN(C(=O)OCC)C2
    -2.6%, -0.2%, 6.7%, 12.5%, i, 2.3, -1.7%, 1.1, 4.4%, -6.6%
CS(=O)(=O)N(CC(=O)N1CCN(c2ccc(F)cc2)CC1)c1cccc(Cl)c1
    -5.6%, -13.4%, 0.1%, 14.0%, i, 2.0, -0.2%, 1.1, 13.6%, -6.9%
O=C(CCn1nc(-c2ccc(Cl)cc2)ccc1=O)N1CCN(c2ccccn2)CC1
    3.2%, 0.9%, 5.1%, 4.5%, i, 0.9, -2.5%, 1.1, 1.6%, -5.4%
CC1(C)CC(=O)c2sc(NC(=O)C(C)(C)C)nc2C1
    -8.3%, -8.7%, -6.1%, 3.6%, i, 0.4, 2.5%, 1.1, 4.8%, -8.2%
CC(NC(=O)CSc1nc2sc3c(c2c(=O)n1-c1ccccc1)CCCC3)c1ccccc1 (stereo not drawn)
    -10.3%, 2.2%, -6.7%, 1.0%, i, 2.5, 3.9%, 2.2, -15.4%, -5.6%
Cc1cccc2nc(CNc3ccc(F)cc3)cn12
    21.6%, -0.1%, 18.0%, 19.8%, i, 1.4, -3.4%, 1.1, 2.3%, -2.7%
COC(=O)C(C)NC(=O)C1CCCN1S(=O)(=O)c1cc(C)c(Cl)cc1C (stereo not drawn)
    -5.2%, -7.4%, -5.9%, 4.3%, i, 0.5, 0.4%, 1, 16.1%, -0.2%
CCCN(CCC)CCCNC(=S)Nc1ccc2nc(N3CCN(CC)CC3)cc(C)c2c1
    -2.9%, -5.7%, -18.5%, 4.2%, i, 0.8, -1.7%, 1.1, 5.1%, -8.0%
C=CCn1c(CNC(=O)c2ccccc2F)nnc1SCC(=O)NC(C)c1ccccc1 (stereo not drawn)
    -1.1%, -2.9%, 6.5%, 103µM*, i, 0.2, 0.2%, 1.1, 23.6%, -0.5%
COC(=O)COC(=O)c1ccccc1NC(=O)c1ccccc1
    46.9%, -4.1%, 8.0%, -4.1%, i, 0.3, -1.9%, 1, -0.5%, -6.6%

Entries of single compounds, quoted from the list. Screens in order: human PMI inhibitors, LYP inhibition, PMI inhibitors, M1AAP inhibition, Myeloid diff MLP, Myeloid diff MLP GFP+ MAC1+ %, CSM14.1 death rescue, TNAP activators, M17LAP inhibition, XIAP displacement
`CC(NC(=O)CSc1nc2sc3c(c2c(=O)n1-c1ccccc1)CCCC3)c1ccccc1` (stereo not drawn) is entered as -10.3%, 2.2%, -6.7%, 1.0%, i, 2.5, 3.9%, 2.2, -15.4%, -5.6%
`C=CCn1c(CNC(=O)c2ccccc2F)nnc1SCC(=O)NC(C)c1ccccc1` (stereo not drawn) is entered as -1.1%, -2.9%, 6.5%, 103µM*, i, 0.2, 0.2%, 1.1, 23.6%, -0.5%

Compound activity deposited in PubChem by several laboratories.
